ABCG2 inh: ABCG2 efflux pump inhibitors, primary screen, multiplex with ABCB1, IgMXP3 cells, flow cytometry; JC-1 efflux; Broad substrate specificity ATP-binding cassette transporter ABCG2 (Homo sapiens), Q9UNQ0; hit rate 0.1% among 190,000; inhibition, % at 6.6 µM;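 active means inhibition above 80%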;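 further: 0% = DMSO and 100% = nicardipine control wells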
Target sequence (Q9UNQ0 whole entry, looked up): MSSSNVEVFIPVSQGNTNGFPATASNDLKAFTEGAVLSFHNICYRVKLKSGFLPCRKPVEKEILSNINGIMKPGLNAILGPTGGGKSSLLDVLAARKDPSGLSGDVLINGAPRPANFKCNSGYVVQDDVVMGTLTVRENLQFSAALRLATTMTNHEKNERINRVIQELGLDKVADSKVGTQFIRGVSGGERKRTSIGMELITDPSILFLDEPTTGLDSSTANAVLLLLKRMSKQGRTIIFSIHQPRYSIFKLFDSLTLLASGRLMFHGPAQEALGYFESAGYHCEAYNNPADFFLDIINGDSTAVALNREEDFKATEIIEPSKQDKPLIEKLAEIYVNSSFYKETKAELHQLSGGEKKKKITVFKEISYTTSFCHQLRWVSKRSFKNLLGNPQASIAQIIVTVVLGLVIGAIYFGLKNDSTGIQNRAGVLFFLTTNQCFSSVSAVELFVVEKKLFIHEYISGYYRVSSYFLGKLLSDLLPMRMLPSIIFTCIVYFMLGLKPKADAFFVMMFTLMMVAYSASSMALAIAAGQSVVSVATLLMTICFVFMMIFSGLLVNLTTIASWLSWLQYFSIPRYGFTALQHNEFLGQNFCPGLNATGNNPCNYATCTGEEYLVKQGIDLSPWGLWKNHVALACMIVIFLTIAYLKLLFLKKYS
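Test system: IgMXP3 cells (ABCG2) mixed with DDAO far-red-labelled CCRF-Adr cells (ABCB1). Reagent: JC-1 transporter substrate. Compound dosing: single test compound dose, 6.6 µM final. Times: 10 min compound exposure, 25 °C. Detection: flow cytometry of retained JC-1 fluorescence. Read-out basis: efflux inhibition in percent versus controls. Controls: nicardipine and DMSO wells.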
Mcl1 Noxa PPI: Mcl-1/Noxa binding inhibitors, primary screen, biochemical, TR-FRET, 1536-well. TR-FRET Mcl-1/Noxa peptide binding, 2 h. inhibition, % at 21.7 µM. hit rate 1.5% among 220,000;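 active means compounds that cut the protein-peptide binding signal by more than 50% relative to plate controls in a single-dose test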;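 further: His-tagged Mcl-1 with rhodamine Noxa BH3 peptide and terbium anti-His antibody; 0% = Mcl-1 plus Noxa peptide wells and 100% = peptide-only wells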
RGS8-Gao: RGS8-Galphao binding modulators, primary screen, biochemical, multiplexed bead flow cytometry; actives lie on both sides; response (percent of control binding), % at 10 µM; hit rate 0.34% among 220,000; AID 1423, 2008; in the data active means response below about 60% or above about 140%; inactive means in between;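 further: Galphao activated as the GDP aluminium fluoride complex binding bead-coupled RGS8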
Target sequence (P09471 whole entry, looked up): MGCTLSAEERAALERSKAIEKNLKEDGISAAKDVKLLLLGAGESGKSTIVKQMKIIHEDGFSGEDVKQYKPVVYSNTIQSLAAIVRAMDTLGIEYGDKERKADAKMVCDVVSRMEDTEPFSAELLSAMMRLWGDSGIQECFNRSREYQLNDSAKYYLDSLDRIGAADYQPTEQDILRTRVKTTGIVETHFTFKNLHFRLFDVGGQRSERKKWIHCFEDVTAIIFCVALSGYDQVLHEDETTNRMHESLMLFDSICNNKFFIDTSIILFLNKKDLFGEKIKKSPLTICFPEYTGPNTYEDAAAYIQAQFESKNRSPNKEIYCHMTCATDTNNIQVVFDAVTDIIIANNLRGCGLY
Avidin bead fluor: green autofluorescence of compounds with avidin beads – biophysical, 488/530 nm, flow cytometry, artefact control, profiling panel; compound fluorescence 488/530 nm; stronger effect = higher value; fluorescence (KMESF) at 10 µM; hit rate 0.38% among 220,000; AID 1775, 2009; in the data active means fluorescence above about 47; further: inactives centre near 10
Mcl1-Bid inh: Mcl-1/Bid binding inhibitors, primary screen, biochemical, TR-FRET, 1536-well. inhibition, % at 21.7 µM. TR-FRET Mcl-1/Bid-Dy647 peptide binding. hit rate 0.97% among 220,000. Induced myeloid leukemia cell differentiation protein Mcl-1 (Homo sapiens), Q07820. AID 1021, 2008;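 active means compounds that cut the binding signal by more than half at the single screening dose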;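 further: His-tagged Mcl-1 with europium anti-His antibody binding Bid BH3 peptide; 0% = Mcl-1 plus peptide wells and 100% = peptide-only wells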
Bim-Mcl-1: inhibitors of Bim peptide binding to Mcl-1, primary screen, biochemical, bead-based flow cytometry, multiplex | Bim peptide-Mcl-1 binding | inhibition, % at 10 µM | hit rate 0.1% among 190,000 | AID 1009, 2008; in the data active means inhibition above about 40%;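 further: 0% = no compound tracer wells and 100% = peptide blocker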
Pf gamet viab: late stage P. falciparum gametocyte viability inhibitors, primary screen, ATP luminescence, HTS | AID 743093, 2013 | inhibition, % at 10.9 µM | hit rate 0.065% among 150,000 | P. falciparum stage V gametocytes, 24 h;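 active means inhibition above the mean plus 3 SD of compounds within the control limits, set per campaign, cut at about 38% in these data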;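 further: 0% = DMSO wells and 100% = medium only without gametocytes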
RGS4-Gao reg: modulators of RGS4 binding to Galphao, primary screen, biochemical, multiplexed bead flow cytometry. Guanine nucleotide-binding protein G(o) subunit alpha (Homo sapiens), P09471. actives lie on both sides. binding response (% of control), % at 10 µM. hit rate 0.33% among 220,000. AID 1415, 2008; in the data active means binding response below about 49% or above about 150%; inactive means in between;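 further: fluorescent Galphao activated with aluminum fluoride binding bead-coupled RGS4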
GSH fluor: compound fluorescence on glutathione beads, profiling panel, artefact control, biophysical, 488/530 nm, flow cytometry | hit rate 0.25% among 190,000 | fluorescence (KMESF) at 10 µM | AID 1776, 2009 | GSH beads flow cytometry, compound fluorescence 488/530 nm; stronger effect = higher value; in the data active means fluorescence above about 89;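 further: glutathione beads carrying GST-tagged Bcl family fusion proteins plus one bare bead set; values are compound well signal with DMSO vehicle wells as background; inactives centre near 16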
RGS7-Gao reg: RGS7-Galphao binding modulators, primary screen, biochemical, multiplexed bead flow cytometry | hit rate 0.35% among 220,000 | binding response (% of control), % at 10 µM | Guanine nucleotide-binding protein G(o) subunit alpha (Homo sapiens), P09471 | actives lie on both sides; in the data active means binding response below about 49% or above about 150%; inconclusive means no clear call, values can overlap the other calls; inactive means in between;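 further: fluorescent Galphao held in activated GDP-AlF4 state binding bead-coupled RGS7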
ABCB1 inh: ABCB1 efflux pump inhibitors, primary screen, cell-based, multiplex, flow cytometry, ABCG2 counter-screen; hit rate 0.067% among 190,000; ATP-dependent translocase ABCB1 (Homo sapiens), P08183; CCRF-Adr cells, JC-1 efflux; inhibition, % at 6.6 µM; in the data active means inhibition above about 40%;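 further: 0% = vehicle and 100% = reference inhibitor; higher value means more JC-1 retained so stronger ABCB1 efflux block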
* = called active by the depositor; ? = inconclusive; . = no result given.

Order of values: ABCG2 inh | Mcl1 Noxa PPI | RGS8-Gao | Avidin bead fluor | Mcl1-Bid inh | Bim-Mcl-1 | Pf gamet viab | RGS4-Gao reg | GSH fluor | RGS7-Gao reg | ABCB1 inh
CC(=O)OCC(OC(C)=O)C(OC(C)=O)C(OC(C)=O)C(=O)Nc1ccccc1C (stereo not given)
  1 | 21 | 107 | 8 | -8 | 0 | -4 | 110 | 52 | 102 | 0.6
CCOC(=O)N=Nc1c(O)n(CC)c2ccccc12
  24 | -10 | 104 | 5 | -10 | -3 | 1 | 102 | 10 | 101 | 0.8
CCCOc1ccc(-c2nc(C#N)c(N3CCc4ccccc4C3)o2)cc1
  0 | -8 | 102 | 29 | -12 | -2 | . | 101 | 23 | 100 | -0.1
c1ccc2c(c1)nc(CN1CCOCC1)n1c3ccccc3nc21
  5 | 19 | 103 | 37 | 13 | 0 | . | 103 | 12 | 97 | 1.5
CC(C)Cn1c(N)c(C(=O)COC(=O)c2cc(C(F)(F)F)nc3ccccc23)c(=O)n(C)c1=O
  7 | -16 | 103 | 10 | -9 | -1 | -26 | 102 | 18 | 101 | 2.8
Cc1nc2c(-c3ccccc3)c(C)nn2c(C)c1CCC(=O)N1CCOCC1
  3 | 10 | 100 | 34 | -7 | -1 | 15 | 101 | 17 | 98 | 0.7
C=CCNC(=S)N/N=C/c1ccc(C)c([N+](=O)[O-])c1
  12 | 14 | 86 | 2 | -77 | -3 | . | 96 | 10 | 95 | 0.6
CC1(C)C2([N+](=O)[O-])CN3CC1([N+](=O)[O-])CN(C2)C31CCCC1
  1 | -10 | 98 | 7 | -11 | 1 | . | 95 | 14 | 94 | 0.4
CCN(CC)S(=O)(=O)c1cccc(NC(=O)COC(=O)C2COc3ccccc3O2)c1 (stereo not given)
  -3 | -8 | 104 | 4 | -16 | -9 | . | 100 | 9 | 97 | -0.3
O=C(CSc1cccc[n+]1[O-])Nc1ccc2c(c1)OCO2
  -1 | 11 | 100 | 10 | -27 | 0 | 4 | 101 | 27 | 99 | -0.2
CCCc1cc(C(=O)Cc2nc3ccccc3s2)c(O)cc1O
  1 | 16 | 102 | 10 | -30 | -3 | . | 101 | 17 | 101 | 0.2
CC(C)(C)C(=O)COC(=O)CCc1nc2ccccc2[nH]c1=O
  3 | 12 | 97 | 12 | -14 | 0 | . | 97 | 25 | 100 | 0.5
Nc1nonc1-n1nnc(C(=O)N/N=C/c2ccccc2)c1CSc1ccccc1
  . | 12 | 98 | 8 | -8 | . | -16 | 98 | . | ? | .
COc1cc(NC(=O)C2CCCO2)c(OC)cc1Cl (stereo not given)
  8 | 9 | 99 | 5 | -7 | -7 | . | 93 | 24 | 98 | 2.0
CCN1C(=O)C(O)(CC(=O)c2ccc(-n3cccc3)cc2)c2ccccc21 (stereo not given)
  14 | 7 | 98 | 22 | 2 | 0 | 2 | 98 | 30 | 98 | 0.9
CCc1ccccc1Nc1nc2ccccc2n1C
  8 | 16 | 103 | 9 | -36 | -1 | . | 102 | 15 | ? | 0.9
O=C(Nc1nc2ccccc2s1)c1ccc2c(c1)OCO2
  -1 | 8 | 101 | 12 | -17 | -1 | -2 | 93 | 4 | 92 | -0.4
COc1cc(NC(=O)CN(C)Cc2ccc(OC(F)F)cc2)c(C)cc1[N+](=O)[O-]
  12 | 8 | 99 | 21 | -2 | -4 | . | 95 | 15 | 93 | 1.5
COc1ccc(C)cc1NC(=O)c1ccc(OC(F)F)cc1
  8 | -19 | 101 | 5 | -3 | -6 | . | 99 | 10 | 95 | -0.4
Cc1c(OCc2ccccc2)cccc1OCc1ccccc1
  15 | 6 | 102 | 10 | 4 | -2 | 2 | 102 | 16 | 103 | 1.6
CCN(CC)c1ccc(NC(=O)/C=C/c2cc(Br)ccc2OC)cc1
  -2 | . | 98 | 29 | 23 | -1 | . | 100 | 22 | 115 | -0.2
Cc1ccc(-n2c(=O)c3cc4c(=O)n(-c5ccc(C)c(C)c5)c(=O)c4c(C(=O)c4ccc(C(=O)O)cc4)c3c2=O)cc1C
  . | 95* | 97 | 6 | 102* | . | 0 | 99 | . | ? | .
Cc1sc2ncnc(NC(C)C(=O)O)c2c1C (stereo not given)
  -1 | 16 | 103 | 11 | -9 | 1 | -2 | 98 | 16 | 104 | -0.6
CCOC(=O)C1=C(N)Oc2cc(C)n(C)c(=O)c2C1c1ccncc1 (stereo not given)
  1 | -1 | 101 | 25 | 2 | -5 | . | 102 | 26 | 106 | 0.1
COC(=O)c1ccncc1C(=O)Nc1ccc(OC)cc1
  -1 | 14 | 93 | 13 | -7 | -2 | . | 88 | 11 | 95 | 0.0
Cc1nc(SCC(=O)NCCc2ccccc2)n[nH]1
  -2 | -3 | 98 | 6 | 1 | -4 | 8 | 103 | 29 | 103 | -1.9
O=C(Cn1nc(Cl)nc1Cl)Nc1ccccc1
  3 | -6 | 102 | 8 | -12 | 0 | . | 101 | 9 | 102 | 0.7
Cn1c(SCC(=O)N/N=C/C=C\c2ccco2)nc2ccccc21
  1 | 24 | 101 | 10 | -37 | 2 | 6 | 98 | 9 | 99 | 0.1
CCN(CC)CCN(C(=O)c1ccc([N+](=O)[O-])cc1)c1nc2c(OC)cccc2s1
  3 | 28 | 101 | 23 | -54 | 0 | 7 | 99 | 8 | 100 | 1.4
O=C(O)CSC1=NC(=Nc2cccc(Cl)c2)C2(CCCCC2)N1c1ccccc1
  0 | 20 | 105 | 2 | -36 | -3 | 11 | 101 | 10 | 103 | 0.0
O=C(NCc1cccs1)c1ccc([N+](=O)[O-])cc1Cl
  11 | 5 | 103 | 12 | 8 | -3 | 11 | 102 | 11 | 104 | 0.8
COC(=O)c1ccc2nc(NC(=O)CN3C(=O)CCC3=O)sc2c1
  7 | 43 | 86 | 6 | 1 | 0 | 13 | 90 | 13 | 89 | 0.6
CCCCc1ccc(S(=O)(=O)Nc2ccc(C)c(NS(C)(=O)=O)c2)cc1
  . | 13 | 99 | 8 | -8 | . | 3 | 102 | . | ? | .
COc1ccccc1N1CCN(C(C)C(=O)Nc2ccc(S(=O)(=O)N3CCOCC3)cc2)CC1 (stereo not given)
  0 | 7 | 103 | 20 | -27 | -1 | -19 | 99 | 11 | 99 | 0.2
O=C(CN1C(=O)NC2(CCc3ccccc3C2)C1=O)Nc1ccc(F)cc1 (stereo not given)
  13 | -12 | 102 | 22 | 88* | -8 | 11 | 101 | 10 | 99 | -0.3
Cc1ccc(N(C(=O)c2nsc(Cl)c2Cl)C(C(=O)NC2CCCC2)c2ccc(O)cc2)cc1C (stereo not given)
  7 | 4 | 96 | 9 | -11 | 0 | 3 | 95 | 16 | 98 | 3.0
Cc1cc(C)c(OCC(=O)Nc2nc(-c3ccccn3)cs2)c(C)c1
  10 | -34 | 99 | 11 | -60 | -3 | 4 | 92 | 72 | 96 | 0.8
O=C(COc1ccccc1-c1ccccc1)N/N=C/c1ccc2ccccc2c1
  3 | 6 | 105 | 17 | -4 | -3 | 16 | 105 | 10 | 101 | 0.0
Cn1cc(CN2CCN(Cc3cccnc3)CC2)c(-c2ccc3c(c2)OCCO3)n1
  1 | 2 | 103 | 12 | -51 | 3 | -7 | 101 | 13 | 106 | 0.9
CCC(=O)N1CCc2cc(S(=O)(=O)CCC(=O)NCCc3ccccc3)ccc21
  0 | 14 | 99 | 32 | 9 | -4 | . | 102 | 24 | 99 | 0.0
O=C(CCC(=O)OCc1ccc(Cl)cc1)Nc1ccccc1
  1 | 2 | 99 | 10 | -9 | 1 | 7 | 98 | 17 | 99 | 0.4
C/C(=N/NC(=O)CNC(=O)c1ccc2c(c1)OCO2)c1ccc2c(c1)CCCC2
  6 | 2 | 101 | 11 | -12 | -3 | -7 | 104 | 10 | 101 | 0.3
Cc1c(N2C(=O)c3cccc4cccc(c34)C2=O)cnn1C
  . | -21 | 96 | 5 | -6 | . | 13 | 85 | . | ? | .
COc1ccc(C(=O)NCC(=O)N/N=C/C(C)=C/c2ccccc2)cc1OC
  2 | 0 | 99 | 2 | -21 | -5 | 5 | 101 | 13 | 101 | 0.5
COc1ccc(N(CC(=O)N2CCN(c3ccc(F)cc3)CC2)S(=O)(=O)c2c(C)n[nH]c2C)cc1
  7 | 11 | 103 | 27 | -16 | -1 | . | 102 | 8 | 101 | 0.7
Cc1cc(C)nc(N2CCCC(C(=O)NC(C)C)C2)n1 (stereo not given)
  0 | -5 | 104 | 11 | -12 | -2 | -3 | 100 | 17 | 99 | -0.2
Cc1ccc2nc(SCc3cn4c(C)cc(C)nc4n3)[nH]c2c1
  8 | 22 | 102 | 13 | -19 | -3 | . | 103 | 19 | 100 | 0.3
CCCCNC(=S)N1CCN(c2ccc(C(C)=O)cc2)CC1
  . | -2 | 98 | . | -120 | . | 1 | 91 | . | ? | .
COc1cccc(OC)c1C(=O)NC(=S)Nc1cccc(NC(=O)c2ccco2)c1
  6 | 6 | 92 | 8 | -13 | 2 | 7 | 93 | 28 | 92 | 0.8
O=C(NCCN1CCOCC1)c1ccc(CS(=O)(=O)c2c(Cl)cccc2Cl)o1
  0 | 0 | 104 | 7 | -10 | -1 | . | 104 | 22 | 104 | 0.1
Cc1nn(-c2ncc(C(F)(F)F)cc2Cl)c(=O)n1-c1ccccc1
  -1 | 5 | 101 | 10 | -12 | 0 | . | 104 | 9 | 101 | -0.3
Cc1cccc(COCC(Cc2ccccc2)N2CCN(C(=O)c3cccc(C)c3)CCC2=O)c1 (stereo not given)
  4 | 1 | 101 | 14 | 6 | -1 | . | 103 | 18 | 105 | 4.8
FC(F)(F)c1cc(-c2ccccc2)nc(N2CCOCC2)n1
  6 | 10 | 101 | 21 | -13 | -2 | -14 | 95 | 37 | 102 | -0.5

Bioassay records (PubChem)
